Nrf2 inh = Nrf2 qHTS screen for inhibitors; A549 ARE-Fluc reporter, luciferase luminescence, 18-24 h; Potency, µM (series often up to 46 µM), for inactives: at the highest dose activity change, negative = inhibition, hits mostly inhibitors; hit rate 2.1% among 360,000; AID 504444, 2011; further: on the % scale 0 is the no-effect control and ±100 the full control effect; nearly all actives have a fitted effect of over 60% in size
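Concentration-response testing used A549 ARE_Fluc cells at 5000 cells/well. Following an 18-24 h compound incubation, viability was read by fluorescence (Ex 405/Em 525) and luciferase output by luminescence.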
A549 viability = Nrf2 qHTS screen for inhibitors: counterscreen for cytotoxicity; Potency, µM (top dose mostly 46 µM), inactives show top-dose activity change, negative = cytotoxicity, hits mostly inhibitors; A549 ARE-Fluc cells, CellTiter-Fluor viability, 18-24 h; AID 504648, 2011; hit rate 0.16% among 390,000; further: on the % scale 0 is the no-effect control and ±100 the full control effect
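A549 ARE-Fluc cells in 5% FBS OPTI-MEM, 5000 cells/well, rested 2 h then exposed to compounds in concentration-response for 18-24 h at 37 °C. Viability by CellTiter-Fluor fluorescence (Ex 405/Em 525) after 30 min; luciferase luminescence (BugLite, 15 min, RT) read afterwards.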
HepG2 viability = qHTS for Inhibitors of TGF-b: Cytotox Counterscreen; HepG2 CAGA-GFP viability, ATP luminescence, 18 h; Potency, µM (series often up to 46.1 µM), for the others: at the top dose activity change, negative = cytotoxicity, most hits filed as cytotoxic; hit rate 0.76% among 410,000; AID 588856, 2011; further: some results filed as inactive show a strong effect at the top dose
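HepG2 CAGA-GFP cells (1000/well, DMEM with 1% FBS) received compound, then TGF-beta at 500 pg/mL final, and were incubated 18 hours at 37 degrees C. Viability was read by CellTiter-Glo luminescence. Media-only wells were set as complete cell-killing and DMSO as no toxicity.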
Nrf2 activator = qHTS of Nrf2 Activators; AID 624171, 2012; hit rate 0.31% among 410,000; Potency, µM (titrated, usually from 46.1 µM), inactives show at the top dose activation, actives largely listed as activators; AREc32 ARE-luciferase reporter (MCF7-derived line), luminescence, 24 h; further: % of control where 0% means no effect; nearly all actives have a fitted effect of over 65% in size
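AREc32 cells carrying an ARE-driven firefly luciferase, 1000 cells/well in OPTI-MEM with 5% FBS, dosed after overnight attachment and incubated 24 hr at 37 deg C. Steady-Glo luminescence read after 30 min at RT.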
ATXN2 expr inh = Primary qHTS for Inhibitors of ATXN expression | HEK-293 ATXN2-luciferase reporter, luminescence, 24 h | Potency, µM (highest dose often 57 µM), for the others: at the highest dose activity change, negative = inhibition, actives largely listed as inhibitors | hit rate 0.72% among 360,000 | AID 1745845, 2022; further: on the % scale 0 is the no-effect control and ±100 the full control effect; nearly all actives have a fitted effect of over 55% in size
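ATXN2-luciferase reporter cells (luciferase flanked by upstream and downstream ATXN2 gene portions) were treated 24 h at 37 °C with compounds at up to 57 uM. SteadyGlo luminescence gave expression; GF-AFC fluorescence gave viability.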
MCF10A rereplic = A quantitative high throughput screen for small molecules that induce DNA re-replication in MCF 10a normal breast cells | MCF 10A DNA re-replication, Hoechst nuclear intensity, 48 h | Potency, µM (highest dose often 46.1 µM), for inactives: at the top dose activity, positive = re-replication, most hits filed as activators | hit rate 2.9% among 350,000 | AID 624296, 2012; further: % of control where 0% means no effect; nearly all actives have a fitted effect of over 50% in size
EPAC2 antagonist = qHTS for Antagonist of cAMP-regulated guanine nucleotide exchange factor 2 (EPAC2): primary screen; EPAC2 GEF exchange of Rap1B-BODIPY-GDP, fluorescence; hit rate 0.18% among 360,000; AID 720708, 2013; Rap guanine nucleotide exchange factor 4 (Homo sapiens), Q8WZA2; Potency, µM (titrated, usually from 114 µM), for inactives: at the top dose activity, negative = inhibition, actives largely listed as inhibitors; further: on the % scale 0 is the no-effect control and ±100 the full control effect; nearly all actives have a fitted effect of over 45% in size; many of its hits are not listed in these tables
Target sequence (Q8WZA2 whole entry, looked up): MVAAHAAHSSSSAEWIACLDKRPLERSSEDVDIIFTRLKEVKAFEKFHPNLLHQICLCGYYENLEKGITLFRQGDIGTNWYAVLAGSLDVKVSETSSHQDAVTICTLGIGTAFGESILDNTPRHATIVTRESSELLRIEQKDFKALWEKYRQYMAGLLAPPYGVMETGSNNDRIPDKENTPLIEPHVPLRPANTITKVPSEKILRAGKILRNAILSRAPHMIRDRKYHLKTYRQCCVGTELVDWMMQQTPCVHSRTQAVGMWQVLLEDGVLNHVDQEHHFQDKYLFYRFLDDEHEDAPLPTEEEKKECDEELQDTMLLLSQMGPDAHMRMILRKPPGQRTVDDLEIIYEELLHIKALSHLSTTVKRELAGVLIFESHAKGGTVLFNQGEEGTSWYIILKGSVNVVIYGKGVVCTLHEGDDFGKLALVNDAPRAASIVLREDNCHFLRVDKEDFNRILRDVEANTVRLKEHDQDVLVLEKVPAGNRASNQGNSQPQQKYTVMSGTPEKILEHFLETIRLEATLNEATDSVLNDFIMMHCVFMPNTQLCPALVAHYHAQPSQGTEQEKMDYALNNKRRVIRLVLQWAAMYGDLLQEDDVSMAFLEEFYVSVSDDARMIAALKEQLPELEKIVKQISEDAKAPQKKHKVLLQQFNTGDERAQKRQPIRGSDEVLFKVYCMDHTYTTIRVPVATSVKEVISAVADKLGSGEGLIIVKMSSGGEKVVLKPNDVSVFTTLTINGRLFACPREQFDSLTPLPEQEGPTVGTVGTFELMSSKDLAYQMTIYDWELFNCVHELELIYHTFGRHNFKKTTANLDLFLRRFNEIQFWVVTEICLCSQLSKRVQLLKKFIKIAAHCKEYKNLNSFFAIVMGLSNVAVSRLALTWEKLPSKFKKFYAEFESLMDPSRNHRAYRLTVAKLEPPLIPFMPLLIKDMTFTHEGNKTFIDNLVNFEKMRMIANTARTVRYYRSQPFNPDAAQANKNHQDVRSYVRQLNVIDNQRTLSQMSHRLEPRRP
TGFb SMAD3 inh = qHTS for Inhibitors of TGF-b. hit rate 1.2% among 410,000. AID 588855, 2011. HepG2 CAGA-GFP TGF-b/SMAD3 reporter, GFP fluorescence, 18 h; TGF-beta stimulated, 500 pg/mL final. Potency, µM (titrated, usually from 46.1 µM), for the others: at the highest dose activity, negative = inhibition, usual class: inhibitors; further: on the % scale 0 is the no-effect control and ±100 the full control effect; nearly all actives have a fitted effect of over 65% in size
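GFP signal (ex488/em500-530) from TGF-beta-stimulated HEPG2 CAGA-GFP cells, 500 pg/mL final, 18 h at 37 degrees C in DMEM plus 1% FBS, normalized to unstimulated and DMSO-stimulated controls.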
S2 tox = Viability Counterscreen for Primary qHTS for Inhibitors of ATXN expression | S2 cells (HEK-293 line with an ATXN2-luciferase reporter) viability, CellTiter-Fluor protease fluorescence, 24 h | hit rate 0.49% among 400,000 | AID 651635, 2014 | Potency, µM (series often up to 56.7 µM), most hits filed as cytotoxic; further: nearly all actives have a fitted effect of over 40% in size
* hit, by the source's call; i = inactive; ? = inconclusive; nt = not tested or not shown; [ ] = remark or other dose. The call rests on the fitted dose curve; in most records, active means well fitted curve in the direction sought with a large enough effect; inconclusive means small, poorly fitted or top-dose-only effect, or another doubt; inactive means no such curve, though single readings can be large; an effect the other way counts as inactive or inconclusive. Potency means the concentration at half of the fitted maximal effect.

SMILES,Nrf2 inh,A549 viability,HepG2 viability,Nrf2 activator,ATXN2 expr inh,MCF10A rereplic,EPAC2 antagonist,TGFb SMAD3 inh,S2 tox
Oc1ccc(Br)cc1-c1cc(-c2ccccc2F)[nH]n1,?,-11%,-51%,16%,30%,15%,-21%,0%,i
COc1ccccc1CNS(=O)(=O)c1ccc2c(c1)oc(=O)n2C,-12%,-3%,3%,0.1%,-4%,5%,0%,-3%,i
COc1cc(C2C(C(=O)C(C)(C)C)=C(O)C(=O)N2Cc2ccccc2)ccc1O (centres undefined),-23%,3%,46%,-0.1%,?,-1%,7%,12%,?
Cc1ccc(C(=O)NCC(=O)OC(C)C(=O)NCCC2=CCCCC2)cc1C (centres undefined),-9%,11%,-34%,2.1%,-2%,16%,4%,3%,i
CCCc1cc(C(=O)Nc2cccnc2Cl)no1,28%,2%,-3%,2.9%,28%,2%,-3%,14%,i
Cc1cc2ccccc2n2c(SCC(=O)Nc3cccc(C(F)(F)F)c3)nnc12,-16%,2%,-8%,-0.1%,4%,nt,nt,20%,i
NC(=O)c1ccccc1NC(=O)c1ccccc1S(=O)(=O)c1ccccc1[N+](=O)[O-],-4%,-6%,2%,5.6%,0%,-9%,15%,-1%,i
COc1ccc(OC)c(NC(=S)Nc2ccccc2)c1,6%,2%,-1%,0.0%,16%,-11%,4%,-11%,i
CCCNC(=O)NC(=O)COC(=O)c1ccc(OC)c(S(=O)(=O)N2CCCc3ccccc32)c1,7%,-2%,2%,-0.7%,2%,-1%,6%,4%,i
CCOCc1nnc(NC(=O)C2CC(=O)N(CCc3ccc(F)cc3)C2)s1 (centres undefined),5%,0%,13%,0.0%,2%,1%,0%,6%,i
CCc1nc(C)cn1S(=O)(=O)c1cc(OC)c(C)cc1C,-17%,0%,16%,1.9%,-7%,2%,-9%,-9%,i
COc1ccccc1CNC(=O)CNC(=O)[C@@H]1Cc2ccccc2CN1,-4%,3%,4%,-0.5%,10%,2%,2%,1%,i
CCOc1cc(C2C(C(=O)OC)=C(C)NC3=C2C(=O)c2ccccc23)cc(Cl)c1O (centres undefined),13%,-16%,-40%,27%,-19%,nt,nt,?,?
COc1ccc(OC)c(S(=O)(=O)N2CCC(C(=O)N(C)Cc3ccccc3)CC2)c1,?,5%,-15%,0.3%,-4%,-1%,-2%,-26%,i
CC(C)CCn1c(CN2CCN(c3cccc(Cl)c3)CC2)nc2c1c(=O)n(C)c(=O)n2C,?,-17%,-2%,-0.7%,-18%,17%,-19%,3%,i
COc1cc(C)c(Cl)cc1S(=O)(=O)NCc1ccco1,nt,-1%,2%,7.3%,-20%,3%,-1%,13%,i
O=C(NCc1cccnc1)/C(=C\c1ccc(-c2ccc(Br)cc2)o1)S(=O)(=O)c1ccccc1,?,?,-98%,?,7.1µM*,7.3µM*,3%,10µM*,14µM*
O=C(CCCn1c(=S)[nH]c2cc3c(cc2c1=O)OCO3)NCCc1ccccc1Cl,-9%,-1%,3%,-0.1%,11%,16%,3%,10%,i
Cc1ccc2c(c1)C(c1ccc([N+](=O)[O-])cc1)=NNC(c1ccc(Br)cc1)=N2,9%,16%,-3%,2.5%,1%,1%,7%,-15%,?
COc1ccccc1C(=O)NCCNc1nc2cc(C)cc(C)c2cc1C#N,?,0%,-11%,3.1%,nt,?,-4%,-12%,i

Some of these compounds in order of molecular weight, ascending.
SMILES,Nrf2 inh,A549 viability,HepG2 viability,Nrf2 activator,ATXN2 expr inh,MCF10A rereplic,EPAC2 antagonist,TGFb SMAD3 inh,S2 tox
COc1cc(C)c(Cl)cc1S(=O)(=O)NCc1ccco1,nt,-1%,2%,7.3%,-20%,3%,-1%,13%,i
COc1ccccc1CNC(=O)CNC(=O)[C@@H]1Cc2ccccc2CN1,-4%,3%,4%,-0.5%,10%,2%,2%,1%,i
COc1ccccc1C(=O)NCCNc1nc2cc(C)cc(C)c2cc1C#N,?,0%,-11%,3.1%,nt,?,-4%,-12%,i
CCOCc1nnc(NC(=O)C2CC(=O)N(CCc3ccc(F)cc3)C2)s1 (centres undefined),5%,0%,13%,0.0%,2%,1%,0%,6%,i
COc1ccc(OC)c(S(=O)(=O)N2CCC(C(=O)N(C)Cc3ccccc3)CC2)c1,?,5%,-15%,0.3%,-4%,-1%,-2%,-26%,i
Cc1ccc2c(c1)C(c1ccc([N+](=O)[O-])cc1)=NNC(c1ccc(Br)cc1)=N2,9%,16%,-3%,2.5%,1%,1%,7%,-15%,?
O=C(CCCn1c(=S)[nH]c2cc3c(cc2c1=O)OCO3)NCCc1ccccc1Cl,-9%,-1%,3%,-0.1%,11%,16%,3%,10%,i
O=C(NCc1cccnc1)/C(=C\c1ccc(-c2ccc(Br)cc2)o1)S(=O)(=O)c1ccccc1,?,?,-98%,?,7.1µM*,7.3µM*,3%,10µM*,14µM*

The list goes on.
SMILES,Nrf2 inh,A549 viability,HepG2 viability,Nrf2 activator,ATXN2 expr inh,MCF10A rereplic,EPAC2 antagonist,TGFb SMAD3 inh,S2 tox
O=C(Nc1ccccc1)OC1C2CCC1C(N1CCCCC1)CC2 (centres undefined),14%,-7%,-54%,-0.1%,2%,-6%,-5%,-3%,i
O=C(NCc1ccco1)c1ccc(Cl)nc1,-4%,-1%,1%,2.1%,-8%,-19%,7%,-29%,?
O=c1[nH]c2ccccc2cc1-c1nnn(-c2ccc(Cl)c(Cl)c2)n1,3%,-6%,-17%,0.9%,-1%,-37%[inhibitor],-3%,?,i
COc1ccc(Cl)cc1Nc1nc(C)nc2c1oc1ccccc12,?,-9%,2%,4.2%,?,39%,-7%,10%,?
CC1CN(C(=O)Nc2ccc3snnc3c2)c2ccccc21 (centres undefined),2%,-5%,-4%,1.1%,44%[activator],0%,-17%,9%,i
CCC1CCCCN1CCCNC(=O)Cn1nc(C)n2nc(-c3ccccc3)cc2c1=O (centres undefined),-8%,2%,-16%,-0.1%,9%,25%,2%,4%,i
O=C(CCNC(=O)c1ccccc1)NCC1CCCCC1,2%,0%,1%,0.5%,2%,1%,3%,5%,i
CC(=O)c1ccc(OC(=O)CCNC(=O)c2ccccc2)cc1,-4%,-3%,-6%,-0.7%,1%,9%,7%,1%,i
CCOc1c2ccc(C(=O)NCc3cc(C(F)(F)F)cc(C(F)(F)F)c3)cc2nn1CCOC,?,-6%,-24%,-0.1%,-5%,-1%,-20%,-23%,i
O=C(CCc1nc2ccccc2[nH]c1=O)OCc1ccc(S(=O)(=O)N2CCOCC2)cc1,2%,5%,0%,-0.5%,4%,?,-9%,-5%,i
O=C(C1CCCO1)N1CCN(S(=O)(=O)c2ccc(F)cc2)CC1 (centres undefined),3%,15%,-7%,0.2%,-5%,4%,2%,3%,i
O=C(NC1CCCCCC1)c1c2c(nc3ccccc13)CCN(Cc1ccccc1)C2,?,-15%,6%,-0.5%,4%,?,4%,8%,?
Cc1nn2c(=O)cc(COC(=O)c3cccc(NC(=O)COc4ccc(C)c(C)c4)c3)nc2s1,nt,2%,-21%,2.7%,nt,nt,nt,-21%,nt
CC(C)(C)c1cc(=O)[nH]c(SCc2ccccc2Cl)n1,-5%,-2%,-10%,4.6%,6%,0%,-30%,-5%,i
CCCCNC(=O)c1cn(CC)c2ccc(S(=O)(=O)N3CCCC3)cc2c1=O,?,0%,-32%,1.2%,-7%,4%,-5%,-8%,i
CCOC(=O)N/N=C/c1cn(Cc2ccc(F)cc2)c2ccccc12,-11%,-17%,-53%,3.6%,nt,14%,9%,2.2µM*,i
C[C@H](CO)N1C[C@H](C)[C@H](CN(C)C(=O)Nc2cccc(F)c2)Oc2cc(C#CC3(O)CCCC3)ccc2S1(=O)=O,nt,nt,-35%,-0.7%,5%,nt,1%,5%,i
CCn1c(NCc2cccc(OC)c2OC)nc2ccccc21,?,2%,37%,-0.1%,18%,-15%,2%,-5%,i
COc1ccc(C(=O)NCC(=O)N2CC=C(c3ccccc3)CC2)cc1OC,?,-3%,-20%,-0.9%,-17%,2%,-8%,-16%,i
O=C(NC1CC1)C1=C[C@H](C2CCCCC2)C[C@H](OCCCCO)O1,-9%,0%,-1%,4.6%,-11%,1%,2%,0%,i
CC[C@@H]1CN(C)[C@H]2Cc3c([nH]c4ccccc34)C(=O)C[C@@H]1[C@@H]2C(=O)OC,8%,7%,-5%,-1.0%,-1%,-3%,6%,3%,i
Oc1cc2c(cc1O)CN(C(=S)NCCc1ccc(Cl)cc1)CCC2,-6%,1%,-17%,0.5%,-32%,15%,7%,-6%,?
C[C@H](NC(=O)OC(C)(C)C)C(=O)NCC1CCC(C(=O)N[C@@H](Cc2ccccc2)C(=O)O)CC1 (some centres undefined),3%,-7%,-9%,0.2%,nt,0%,3%,-1%,i
O=C(NNc1ccc([N+](=O)[O-])cc1)c1ccccc1F,16%,1%,3%,4.4%,-9%,8%,0%,-30%,i

The list is partial; the hit share may differ from the screen's.
